# Assay outcomes from PubChem.
# LGR2 inh: Drosophila LGR2 receptor signaling inhibition. HEK293 LGR2, CRE-luciferase, bursicon-stimulated, 4 h. inhibition, % at 9.99 µM. 380,000 tested, 0.35% active. AID 720647;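 active = drop in luminescence signal, shown as inhibition above about 50% in the replicate tests, limit read from the data, passing the limit was not always enough; inconclusive = probably only some replicates passing the limit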;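 note: agonist challenge used bursicon conditioned medium at about half maximal strength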
# S100A4 MyoIIA: inhibitors of human S100A4 binding to myosin IIA peptide; P26447; S100A4/TAMRA-MyoIIA peptide fluorescence polarization; 360,000 tested, 0.14% active; inhibition, % at 10.7 µM;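 active = mean inhibition of at least 70% across replicates, with every replicate also reaching that level; inconclusive = mean inhibition reaches 70% but some replicates fall short; inactive = mean inhibition below 70%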
# Target sequence (P26447 whole entry, looked up): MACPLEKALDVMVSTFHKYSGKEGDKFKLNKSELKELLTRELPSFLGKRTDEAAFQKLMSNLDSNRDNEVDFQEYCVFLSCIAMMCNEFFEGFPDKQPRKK
#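 Assay system: human S100A4 monomer with TAMRA-labelled myosin IIA peptide / Buffer or medium: Calcium-containing HEPES buffer, pH 7.2 / Reagent: TAMRA-labelled myosin IIA heavy-chain peptide probe, 5 nM / Compound: one dose per compound / Timing: polarization read 5 min after assay mix addition, stable 5–60 min / Benchmarks: neutral control DMSO, positive control TFP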
# XiGFP reactiv: X-chromosome reactivation activator | XiGFP mouse fibroblasts, % GFP-positive cells imaging, 3 d; cells co-treated with 5-aza-dC sensitizer; scaled so ellipticine positive control = 100% | AID 743238 | activation, % at 7.58 µM | 360,000 tested, 0.055% active;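 active = mean normalized replicate activation at least 10% and every replicate at or above 10%; inconclusive = only one of the two criteria met; inactive = mean below 10% and not all replicates reach 10%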;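 note: 0% = median of on-plate neutral control wells and 100% = ellipticine 6 µM median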
#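 assay system = SV40-immortalized XiGFP fibroblast cells, line 68-5-11 | buffer or medium = DMEM plus 5-aza-dC sensitizer | doses = single-point pinned compound dosing | times = 3-day compound exposure, then 15 min fixation at room temperature | benchmarks = positive control ellipticine, 6 µM final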
# ERAP1 inh: inhibitors of human ERAP1 aminopeptidase; 340,000 tested, 0.15% active; AID 652197; recombinant ERAP1, Leu-AMC fluorescence, 60 min; inhibition, % at 10.7 µM; Q9NZ08;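 active = mean replicate inhibition of at least 30%, or all replicates individually reaching that 30% level; inactive = mean below 30% and not every replicate reaching it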;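 note: 0% = neutral control wells and 100% = L-leucinethiol positive control wells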
# Target sequence (Q9NZ08 whole entry, looked up): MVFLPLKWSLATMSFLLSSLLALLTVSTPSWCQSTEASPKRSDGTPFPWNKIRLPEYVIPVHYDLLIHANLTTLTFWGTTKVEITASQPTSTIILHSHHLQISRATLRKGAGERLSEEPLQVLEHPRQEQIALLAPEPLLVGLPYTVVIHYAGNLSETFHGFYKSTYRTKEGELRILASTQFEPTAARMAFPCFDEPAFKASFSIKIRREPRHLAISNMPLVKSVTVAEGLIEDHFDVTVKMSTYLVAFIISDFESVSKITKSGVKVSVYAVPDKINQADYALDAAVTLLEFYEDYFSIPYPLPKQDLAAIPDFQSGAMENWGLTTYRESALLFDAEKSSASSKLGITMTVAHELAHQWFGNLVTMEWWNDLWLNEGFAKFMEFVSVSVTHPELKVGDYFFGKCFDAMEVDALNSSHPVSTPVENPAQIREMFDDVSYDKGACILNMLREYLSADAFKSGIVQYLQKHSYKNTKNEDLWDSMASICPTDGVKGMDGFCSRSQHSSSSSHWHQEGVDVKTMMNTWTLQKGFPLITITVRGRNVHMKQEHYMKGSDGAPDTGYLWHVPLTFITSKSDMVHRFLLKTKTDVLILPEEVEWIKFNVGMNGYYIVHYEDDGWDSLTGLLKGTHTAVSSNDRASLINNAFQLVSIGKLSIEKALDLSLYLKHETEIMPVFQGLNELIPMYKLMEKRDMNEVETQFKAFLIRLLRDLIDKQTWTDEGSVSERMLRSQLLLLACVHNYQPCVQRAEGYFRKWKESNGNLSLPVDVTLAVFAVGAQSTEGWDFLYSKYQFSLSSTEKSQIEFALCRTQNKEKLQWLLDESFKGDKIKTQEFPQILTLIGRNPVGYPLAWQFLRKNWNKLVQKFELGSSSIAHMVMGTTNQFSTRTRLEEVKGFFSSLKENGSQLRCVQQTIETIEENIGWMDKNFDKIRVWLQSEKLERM
# Cneo AK release: Cryptococcus neoformans lysis via adenylate kinase release | lysis activity, % at 15 µM | AID 651654 | 360,000 tested, 0.2% active | C. neoformans lysis, adenylate kinase release luminescence, 4 h; normalised: neutral wells 0, clomiphene wells 100;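 active = mean lysis activity across replicates of at least 80%, whatever share of replicates individually reach that level; inactive = mean lysis activity below 80%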
#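 Schedule: static 4 h at 37 °C with compound, 1 h detection; system: C. neoformans cells; benchmarks: Clomiphene as positive control; buffer or medium: fresh YPD medium; measure: luminescence rise reflecting yeast cell lysis; measured by: luminescent adenylate kinase detection reagent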
# Statin myotox sup: suppressors of simvastatin-induced myotoxicity in C2C12 myotubes; ATP luminescence, 48 h; scaled: DMSO 0, geranylgeraniol control 100; rescue of ATP level, % at 7.49 µM; 330,000 tested, 0.78% active; AID 602340;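 active = mean ATP rescue above about 67%, or every replicate alone reaching that limit, limit read from the data, passing the limit was not always enough; inconclusive = no clear call, values can overlap the other calls; inactive = mean under the limit and some replicate under it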;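 note: myotubes were challenged with 10 µM simvastatin during compound exposure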
# PGC1a acetyl inh: PGC1a acetylation modulation, inhibitor mode | U2OS PGC1a acetylation, AlphaScreen anti-acetyl-lysine; with virally co-expressed GCN5 acetyltransferase | inhibition, % at 15.6 µM | 350,000 tested, 0.17% active;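 active = every replicate shows inhibition of at least 40%; inconclusive = mean inhibition at least 40% but some replicate below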;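 note: 0% = neutral control wells and 100% = positive control wells; some results beyond the cut were filed as inactive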
# SIRT5 inh: sirtuin-5 (human) deacylase inhibition. AID 652115. 330,000 tested, 1.1% active. Q9NXA8. inhibition, % at 15 µM. Purified SirT5, succinyl-peptide AMC, trypsin-coupled fluorescence; in the data active = inhibition above about 15%; inconclusive = no clear call, values can overlap the other calls
# The depositor's hits bear a star; ? = inconclusive; . = not tested or not shown; & = joins results of further samples. A portion of the library (hit frequency here may not be typical).
SMILES,LGR2 inh,S100A4 MyoIIA,XiGFP reactiv,ERAP1 inh,Cneo AK release,Statin myotox sup,PGC1a acetyl inh,SIRT5 inh
CC1CC(C)CN(c2oc(-c3ccccc3Cl)nc2C#N)C1 (configuration not stated),5.5,0.7,.,-0.4,1.7,-3.8,-0.2,0.2
Cc1ccc(-c2ccc(OC(=O)c3ccc(=O)[nH]c3)c(C)c2)cc1,-10.9,-2.5,0.1,-0.5,0.6,-0.4,-6.0,0.7
COc1ccc2c3c([nH]c2c1)[C@@H](CO)N(Cc1ccccc1)CC31CN(C(=O)Nc2cccc(F)c2)C1,24.2,13.3,0.3,-2.6,.,.,17.0,0.8
CCOC(=O)[C@@H]1CSCCS(=O)(=O)N1C(=O)[C@H](Cc1ccccc1)NC(=O)OC(C)(C)C,4.7,-4.2,-0.1,-0.9,.,.,.,-1.9
O=C(CSc1nnc(CNC(=O)c2ccc(F)cc2)o1)Nc1ccc2c(c1)OCCO2,-0.2,-12.1,0.2,0.4,-1.8,1.5,.,-4.7
CC(=O)c1ccc(NC(=O)CSc2ccc(-c3ccc(-n4cccn4)cc3)nn2)cc1,-7.8,-4.6,0.0,7.4,.,.,.,-2.0
CCOC(=O)C1CCN(C(c2cc(OC)c(OC)c(OC)c2)c2sc3nc(C)nn3c2O)CC1 (configuration not stated),0.3,-0.5,0.9,1.6,-4.7,-10.3,-6.9,-3.4
Cc1ccc2c(c1)NCC(C(=O)NC1CCCCC1)O2 (configuration not stated),.,-2.5,.,2.9,-1.6,-10.3,-4.2,-3.2
CC1=C(C(=O)N2CCCCCC2)CC(CC(=O)NC2CCCCC2)C(=O)N1Cc1ccccc1 (configuration not stated),-9.2,3.1,.,-1.0,-0.7,5.4,-5.8,2.5
Cc1ccc(CNC(=O)C2CC3Cn4c(nc5cc(Cl)c(Cl)cc54)C3N2C)o1 (configuration not stated),-3.5,-1.5,-0.1,0.2,-0.5,-5.2,.,1.9
CCCn1c(=O)c(C(=O)Nc2ccccc2C)c(O)c2ccccc21,-13.7,2.8,0.3,-3.2,3.4,-21.0,6.4,-6.6
O=C(c1cccnc1)N1CC2(C1)[C@@H](c1ccccc1)[C@@H](CO)N2CC1CC1,4.4,3.9,0.0,1.6,.,.,10.2,-2.6
CCN(CC)S(=O)(=O)c1ccc(N2CCCC2)c(NS(=O)(=O)c2ccc([N+](=O)[O-])cc2)c1,21.2,-0.5,0.0,-8.2,3.0,1.4,-10.3,-0.1
CC(C)(O[C@@H]1O[C@H](CO)[C@@H](O)[C@H](O)[C@H]1O)[C@@H]1CC=C(C(=O)O)CC1,17.4,-1.8,-0.2,.,0.9,3.8,13.6,.
COC(=O)c1cc(=O)n(Cc2ccc3c(c2)OCO3)c(=Nc2ccc(F)cc2)s1,?,-7.2,0.0,2.4,0.8,12.1,-2.6,-4.9
COC(=O)C1=C(C)N(C)C(=NCc2cc(OC)c(OC)c(OC)c2)NC1c1cccc(F)c1 (configuration not stated),-0.1,-0.4,-0.1,-0.7,.,.,.,.
Cc1nnc(C)n1/N=C/c1ccc(-c2ccccc2Cl)o1,-18.3,1.4,0.2,-2.1,0.0,5.4,.,0.9
CN(C)S(=O)(=O)c1ccc(C(=O)NCC2(N3CCOCC3)CCCCC2)cc1,14.3,0.2,0.5,-2.0,-0.8,-1.9,.,-3.2
C/C=C/c1cnc2c(c1)C(=O)N([C@H](C)CO)C[C@H](C)[C@H](CN(C)S(=O)(=O)c1cn(C)cn1)O2,19.0,-1.5,0.1,5.8,41.2,9.5,14.8,-1.8
O=C(C1CCCC1)N1CC2(C1)[C@@H](c1ccccc1)[C@@H](CO)N2C(=O)CC1CC1,-8.7,-3.1,0.2,-0.7,.,.,-4.2,-5.6
Cc1cccc(C(=O)NNC(=O)CSc2nnc(C(C)C)n2C)c1,1.7,3.1,0.2,-0.4,-4.9,16.1,.,-1.8
O=C(c1cc(-c2cccnc2)nc2ccccc12)N1CCN(S(=O)(=O)c2ccc(Cl)s2)CC1,-2.7,0.6,0.4,-1.4,1.3,-1.0,4.9,0.0
C[C@H]1CN([C@@H](C)CO)C(=O)c2cc(NS(=O)(=O)c3cccs3)ccc2O[C@H]1CN(C)CC1CCCCC1,-4.4,-6.7,0.1,-1.5,15.7,11.2,.,-2.9
Cc1cccc(NC(=O)CCS(=O)(=O)c2cc3c(cc2Cl)NC(=O)CO3)c1,12.3,3.7,0.0,-0.2,0.4,24.5,-1.4,2.1
C[C@@H]1CN([C@H](C)CO)S(=O)(=O)c2ccc(C#Cc3ccccn3)cc2O[C@@H]1CN(C)Cc1cccc(F)c1,14.6,1.3,-0.8,2.7,0.8,0.6,-18.3,26.8*
C=CCNC(=O)c1onc(CSc2ccc(C(C)C)cc2)c1C(=O)O,0.5,0.0,0.5,4.0,0.8,-4.4,-9.5,.
COc1ccc(C2N(c3ccccc3)CCN2c2ccccc2)cc1O,-47.2,-2.0,0.0,10.3,.,.,4.5,-4.7
CCS(=O)(=O)c1ccc2c(c1)N(S(=O)(=O)c1cccs1)CC(C(=O)O)O2 (configuration not stated),5.2,-8.9,0.1,1.0,-0.1,.,0.3,0.9
O=C(COc1cccnc1[N+](=O)[O-])Nc1cc(S(=O)(=O)N2CCCCC2)ccc1Cl,-1.6,3.5,0.4,1.5,0.5,.,-8.0,6.8
Cn1c(N)c(C(=O)CSc2nnc(-c3ccccc3F)n2C2CC2)c(=O)n(C)c1=O,-9.8,10.0,0.2,4.3,.,.,-3.7,-1.9
C[C@H](C(=O)N(C)C[C@@H]1OCc2ccccc2-c2ccccc2C(=O)N([C@@H](C)CO)C[C@@H]1C)c1ccccc1,-1.7,-1.6,-1.2,7.0,-3.7,.,-7.9,-13.5
CCOC(=O)C1=CNS(=O)(=O)NC1c1ccc(C)cc1 (configuration not stated),-20.3,-1.6,-0.1,-3.8,-0.5,5.1,-0.6,-4.3
CO[C@H]1CN(C)C(=O)c2ccc(NS(=O)(=O)c3cn(C)cn3)cc2OC[C@H](C)N(CC2CC2)C[C@H]1C,9.1,6.5,0.0,0.1,-13.9,1.0,4.1,-1.8
O=C(N/N=C/c1ccco1)c1ccc(NC(=O)C2CC2)cc1,18.3,-0.8,0.1,0.7,-0.4,6.5,-3.3,0.3
OCCC1CN(Cc2cccc3nonc23)CCN1Cc1ccsc1 (configuration not stated),-2.4,0.1,0.0,2.0,-8.7,24.8,3.9,-2.8
O=C(CSc1ncnc2c1nnn2Cc1ccc(F)cc1)NC1CCCC1,11.7,-0.9,0.0,2.5,.,.,.,1.0
CC(C)(C)c1ccc(CN2C(=O)c3ccccc3S2(=O)=O)cc1,-5.4,4.9,0.1,-3.0,-2.6,-44.5,.,-12.9
Cc1cccc(C)c1NC(=O)CN1CCN(C(=O)CNC(=O)c2ccc(-c3ccccc3)cc2)CC1,7.4,-8.3,0.0,3.1,-0.1,35.4,.,1.2
C[C@@H]1CCCCO[C@@H](CN(C)C(=O)Nc2cccc3ccccc23)[C@H](C)CN([C@@H](C)CO)C(=O)c2cc(NC(=O)Cc3ccccc3)ccc2O1,5.4,-4.1,-0.9,-1.6,-0.2,15.3,14.7,5.9
CCOCCCNC(=O)CN1C(=O)NC(Cc2c[nH]c3ccccc23)C1=O (configuration not stated),5.8,7.7,0.0,-0.7,-0.6,-0.3,.,-5.0
CC(C)CCN(CC(=O)NCc1ccc(F)cc1)S(=O)(=O)c1ccccc1F,-18.7,4.8,0.0,-0.7,0.9,0.3,.,-4.8
O=C(CCC1CCCCC1)NC1CCCCC1,.,0.3,0.0,-0.9,-0.9,-1.3,3.0,-1.8
NC(=O)C1CCN(CCCNC2CC(=O)N(Cc3ccc(N4CCCC4=O)cc3)C2=O)CC1 (configuration not stated),4.9,-1.1,0.3,-4.5,-1.1,7.0,6.7,-3.5
O=C(COC(=O)c1cccnc1Cl)Nc1cccc(S(=O)(=O)N2CCCCC2)c1,11.3,9.9,0.2,-0.9,.,.,4.6,2.1
O=C(C[C@@H]1CC[C@@H]2[C@H](COC[C@H](O)CN2C(=O)Nc2ccccc2)O1)NCCc1ccncc1,6.5,8.8,0.0,-0.1,-0.8,-3.1,-1.2,3.7
C[C@@H]1CN([C@@H](C)CO)C(=O)CCCn2nncc2CO[C@H]1CN(C)S(=O)(=O)c1cccc(C#N)c1,15.7,0.9&3.5,0.5&-0.2,-2.5&0.9,-0.3&-1.8,7.7&-7.4,0.8,-7.0&-1.2
COc1ccc2c3c(n(C)c2c1)[C@H](CO)N(Cc1cccc(Cl)c1)CC31CN(C(=O)C2CC2)C1,1.8,-11.9,0.0,0.9,.,.,-1.7,6.8
COc1ccc(CNC(=O)CCN2C(=O)c3ccccc3S2(=O)=O)cc1,8.4,0.1,0.0,0.4,1.4,7.9,5.3,-1.3
C[C@@H]1CN([C@H](C)CO)C(=O)c2cccc(NC(=O)c3nc4ccccc4s3)c2O[C@@H]1CN(C)S(C)(=O)=O,7.0,-11.1,-1.3,0.1,1.6,.,24.7,-6.3
CO[C@@H]1CN(C)C(=O)c2ccc(NC(=O)c3cccc(F)c3)cc2OC[C@H](C)N(C(C)=O)C[C@@H]1C,2.7,12.4,0.0,0.1,-2.0,8.2,-12.1,-2.2
Cc1ccc(NC(=O)c2cc(-c3cc(F)ccc3OCC3CCCO3)n[nH]2)cc1NS(C)(=O)=O (configuration not stated),-12.1,-12.0,-0.1,-1.4,0.5,4.8,-2.1,-0.2
Cc1ccc(-c2ccc3c(c2)O[C@@H](CN(C)Cc2cncnc2)[C@@H](C)CN([C@@H](C)CO)S3(=O)=O)cc1,1.7,-39.2,-1.1,.,2.0,0.8,-6.2,-1.0
CCN1CCc2c(sc(NC(=O)c3ccc4ccccc4c3)c2C(N)=O)C1,-1.7,3.3,38.1*,-0.6,-7.4,-13.3,.,-0.2
C[C@H]1CN([C@@H](C)CO)C(=O)Cc2cc(NC(=O)Cc3cn(C)c4ccccc34)ccc2O[C@@H]1CN(C)S(=O)(=O)c1ccc(Cl)cc1,0.5,.,-0.1,.,.,27.4,8.1,.

# Entries of single compounds as entered above:
# Cc1ccc(NC(=O)c2cc(-c3cc(F)ccc3OCC3CCCO3)n[nH]2)cc1NS(C)(=O)=O (configuration not stated) across the screens: LGR2 inh: -12.1; S100A4 MyoIIA: -12.0; XiGFP reactiv: -0.1; ERAP1 inh: -1.4; Cneo AK release: 0.5; Statin myotox sup: 4.8; PGC1a acetyl inh: -2.1; SIRT5 inh: -0.2
# COc1ccc(CNC(=O)CCN2C(=O)c3ccccc3S2(=O)=O)cc1 across the screens: LGR2 inh: 8.4; S100A4 MyoIIA: 0.1; XiGFP reactiv: 0.0; ERAP1 inh: 0.4; Cneo AK release: 1.4; Statin myotox sup: 7.9; PGC1a acetyl inh: 5.3; SIRT5 inh: -1.3

# With a hit mark in SIRT5 inh, among the entries above:
compound	LGR2 inh	S100A4 MyoIIA	ERAP1 inh	PGC1a acetyl inh	SIRT5 inh
C[C@@H]1CN([C@H](C)CO)S(=O)(=O)c2ccc(C#Cc3ccccn3)cc2O[C@@H]1CN(C)Cc1cccc(F)c1	14.6	1.3	2.7	-18.3	26.8*
